D2 potentiator: positive allosteric modulators of human D2 dopamine receptor. HEK293 T-REx D2, calcium flux, EC20 dopamine potentiation. AID 485347. P14416. hit rate 0.34% among 340,000. potentiation, % at 10 µM;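 active = potentiation over 3 SD above the plate norm, cut at about 30% in these data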; note: 0% is about no effect
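Calcium flux readout, no-wash dye, 1 read/s. Inducible HEK293 Trex D2 line, overnight 30 C. Compound alone 180 s (agonist flags), then EC20 dopamine, another 180 s to score potentiation.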
LDHA inh: LDHA (human) enzyme inhibition; activity change, % (values are at about 110 or 230 µM); P00338; hit rate 0.15% among 480,000; purified LDHA, NADH/diaphorase-resazurin fluorescence; active compounds read low; AID 1347041; in the data active = activity change below about -30%; inconclusive = mostly about -25% to -30%;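 note: plate controls were DMSO wells for no effect and wells without enzyme for full effect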
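Enzyme activity of human lactate dehydrogenase 5 (2 nM; 0.06 mM NADH, 0.2 mM pyruvate, 5 min, RT) is measured via a resazurin/diaphorase fluorescence readout of residual NADH.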
RXFP1 ag: agonists of human relaxin receptor RXFP1; Q9HBX9; HEK293T-RXFP1 cAMP TR-FRET, 30 min; response scale: percent of porcine relaxin response, buffer zero; Potency, µM (series often up to 57.5 µM), for the others: at the top dose activation, usual class: activators; hit rate 0.3% among 370,000; note: potency is the fitted concentration of half-maximal effect; % is set by controls: 0 for no effect and ±100 for the full control effect; nearly all actives have a fitted effect of over 60% in size; many of its hits are not listed in these tables
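HEK293T cells stably expressing RXFP1 were pretreated with the PDE4 inhibitor Ro 20174, exposed to compounds for 30 min at 37C, lysed, and cAMP was read by TR-FRET. Data normalized to buffer (basal) and 29 nM porcine relaxin (100%).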
GRP78 ERSR act: induces the endoplasmic reticulum stress response in human glioma cells; Potency, µM, inactives show at the highest dose activation, most hits filed as activators; U87-MG GRP78 promoter luciferase reporter, 16 h; AID 602332; hit rate 0.02% among 420,000; note: potency is the fitted concentration of half-maximal effect; series mostly up to about 76 µM; % of control where 0% means no effect; nearly all actives have a fitted effect of over 35% in size
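Stably transfected U87-MG glioma cells carrying a GRP78-based luciferase sensor; 16 h compound incubation. Luminescence end-point read 10 min after Bright-Glo addition at room temperature.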
D1 ag: agonists of human D1 dopamine receptor | hit rate 1% among 360,000 | HEK293 T-REx D1 cells, calcium flux, agonist mode | P21728 | activation, % at 2 µM; in the data active = activation above about 30%; note: 0% is about no effect
Target sequence (P21728 whole entry, looked up): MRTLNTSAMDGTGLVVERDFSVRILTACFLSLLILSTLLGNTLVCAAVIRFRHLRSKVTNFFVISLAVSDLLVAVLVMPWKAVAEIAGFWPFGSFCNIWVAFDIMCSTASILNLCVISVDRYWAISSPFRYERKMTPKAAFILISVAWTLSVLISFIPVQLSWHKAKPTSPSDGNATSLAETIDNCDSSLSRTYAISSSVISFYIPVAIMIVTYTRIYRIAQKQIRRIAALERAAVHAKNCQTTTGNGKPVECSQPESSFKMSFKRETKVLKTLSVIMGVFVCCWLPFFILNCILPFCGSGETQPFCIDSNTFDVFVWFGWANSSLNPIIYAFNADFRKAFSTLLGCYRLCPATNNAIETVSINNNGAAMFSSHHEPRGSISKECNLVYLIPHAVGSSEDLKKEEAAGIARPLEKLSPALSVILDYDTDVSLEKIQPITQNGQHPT
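Tetracycline-induced HEK293 TREx D1 cells, force-coupled to calcium signalling, were dye-loaded with a no-wash calcium kit. Compound was pin-added after a 10 s baseline. Fluorescence was read kinetically at 1 cycle/s for 180 s, with calcium rises flagged as agonism.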
D1 antagonist: blocks dopamine activation of the human D1 receptor; HEK293 TREx D1 cells, calcium flux, dopamine EC80; active compounds read low; activity change, negative = inhibition, % at 10 µM; hit rate 3.2% among 360,000; in the data active = activity change below about -30%; note: % is set by controls: 0 for no effect and ±100 for the full control effect
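Tetracycline-induced HEK293 Trex D1 cells, force-coupled to calcium, dye-loaded; compounds added and read 180 s, then EC80 dopamine added and calcium flux tracked kinetically another 180 s.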
Vif-A3G inh: blocks the Vif interaction with human APOBEC3G | hit rate 0.076% among 410,000 | Q9HC16 | AID 602310 | HeLa A3G-eYFP + Vif (tagged APOBEC3G with the HIV-1 protein that degrades it), YFP fluorescence, overnight | Potency, µM (titrated, usually from 46.1 µM), for inactives: top-dose activity, negative = active, hits mostly inhibitors;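 note: potency is the fitted concentration of half-maximal effect; % is set by controls: 0 for no effect and ±100 for the full control effect; nearly all actives have a fitted effect of over 60% in size; hits raise eYFP signal because A3G escapes Vif-driven loss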
Target sequence (Q9HC16 whole entry, looked up): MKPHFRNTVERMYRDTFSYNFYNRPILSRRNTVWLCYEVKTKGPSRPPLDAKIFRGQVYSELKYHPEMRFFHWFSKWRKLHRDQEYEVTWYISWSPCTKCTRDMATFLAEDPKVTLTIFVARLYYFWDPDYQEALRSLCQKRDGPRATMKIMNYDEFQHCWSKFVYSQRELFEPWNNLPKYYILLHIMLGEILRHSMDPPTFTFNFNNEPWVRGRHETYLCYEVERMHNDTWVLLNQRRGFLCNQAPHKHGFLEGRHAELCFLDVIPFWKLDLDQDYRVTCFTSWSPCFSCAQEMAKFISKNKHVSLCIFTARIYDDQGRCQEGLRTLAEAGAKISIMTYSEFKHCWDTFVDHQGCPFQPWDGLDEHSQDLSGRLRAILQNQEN
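HeLa cells stably expressing Vif and C-terminally eYFP-tagged A3G, seeded overnight at 37 deg C, then exposed to compound by pintool overnight at 37 deg C. Rise in yellow fluorescence (Ex 488/Em 500-530, Acumen) marks blocked Vif-driven A3G degradation.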
Vif-A3F inh: inhibitors of Vif-A3F interaction | HeLa A3F-eYFP + Vif (tagged APOBEC3F with the HIV-1 protein that degrades it), YFP fluorescence increase | Potency, µM (highest dose often 46.1 µM), inactives show at the top dose activity, negative = active | hit rate 0.2% among 390,000 | AID 602313; note: potency is the fitted concentration of half-maximal effect; % of control where 0% means no effect; nearly all actives have a fitted effect of over 65% in size
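Fluorescence increase (Ex 488/Em 500-530) after overnight compound treatment at 37 deg C flags inhibition of Vif-driven A3F-eYFP loss in stable HeLa A3F-eYFP/Vif cells seeded overnight beforehand.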
D1 potentiator: human D1 dopamine receptor positive modulation | hit rate 0.036% among 360,000 | P21728 | AID 504651 | HEK293 TREx D1 cells, calcium flux, dopamine EC20 potentiation | potentiation, % at 10 µM; in the data active = potentiation above about 30%; note: 0% is about no effect
* hit, by the source's call; ? = inconclusive; · = not tested or not shown; & = joins results of further samples. Unless noted, calls come from the whole dose curve; as a rule, active = well fitted curve in the direction sought with a large enough effect; inconclusive = small, poorly fitted or top-dose-only effect, or another doubt; inactive = no such curve, though single readings can be large; an effect the other way counts as inactive or inconclusive. Some of the compounds tested, so the mix of outcomes need not match the whole.

(1) O=C1[C@H](Cc2ccccc2)NCCCC[C@H](c2ccc(Cl)cc2)N1Cc1ccc(Cl)cc1
(2) Cc1ccc2c(c1)c(=O)c(C(=O)c1ccncc1)cn2CC(=O)Nc1ccccc1Cl
(3) CCN1C(=O)c2ccccc2S(=O)(=O)c2ccc(C(=O)NCCCN(CC(C)C)CC(C)C)cc21
(4) O=C(C1CC1)N1CCc2cc(Br)cc(S(=O)(=O)N3CCN(c4ccccc4F)CC3)c21
(5) Cc1ccc(C)c(N2CCN(C(=O)c3c(C)oc4nc(C)nc(N5CCOCC5)c34)CC2)c1
(6) Cc1cc(C)nc(SCCn2c(N3CCC(C)CC3)nc3c2c(=O)n(C)c(=O)n3C)n1
(7) COc1ccc(C)cc1NS(=O)(=O)c1ccc2c(c1)[C@H]1C=CC[C@H]1[C@@H](c1cccc(Cl)c1)N2
(8) Cc1nnc2c(-c3ccccc3)nc3ccccc3n12
Screen / compound no.	1	2	3	4	5	6	7	8
D2 potentiator	·	-19	5	-5	2	1	-3	20
LDHA inh	-1	-11	1	-18	-7	·	-13	-5
RXFP1 ag	·	0.6%	0.3%	-1.0%	0.0%	-0.5%	-1.1%	7.0%
GRP78 ERSR act	-4%&-4%	-4%	-6%	1%	-2%	·	-5%	-1%
D1 ag	·	3	9	1	0	2	5	1
D1 antagonist	·	10	15	-2	2	-11	28	-10
Vif-A3G inh	-1%&2%	5%	5%	4%	10%	·	3%	-7%
Vif-A3F inh	-1%	9%	18%	1%	2%	·	1%	-8%
D1 potentiator	·	-1	2	1	-3	-2	0	-2

(9) COc1ccc2c(C)c(Cc3ccccc3)c(=O)oc2c1OC
(10) COC(=O)CSc1n[nH]c(-c2cccnc2)n1
(11) CCc1ccc(CC)c(S(=O)(=O)Nc2ccc(C(=O)O)c(O)c2)c1
(12) Cn1c(COc2ccc(C(=O)O)cc2)nc2ccccc21
(13) O=C(NC(Cc1c[nH]c2ccccc12)C(=O)O)c1cccc(S(=O)(=O)N2CCCCC2)c1 (configuration not stated)
(14) CCOC(=O)N1CCN(C/C(C)=C/c2ccccc2)CC1
(15) CCc1ccc(/C=N/N2CCN(c3ccccn3)CC2)cc1
(16) Cc1cccc(-c2nnc(SCCC(=O)O)o2)c1
Screen / compound no.	9	10	11	12	13	14	15	16
D2 potentiator	-6	4	·	·	·	-29	1	3
LDHA inh	0	-7	-6	-5	0	?	-1	-5
RXFP1 ag	1.0%	0.4%	0.5%	0.7%	·	1.9%	0.0%	1.0%
GRP78 ERSR act	-2%	-4%	-6%	-2%	-3%	0%	2%	-11%
D1 ag	0	-1	4	0	·	2	2	0
D1 antagonist	20	-34*	4	-29	·	-11	-6	5
Vif-A3G inh	-2%	-1%	-13%	2%	1%	3%	1%	2%
Vif-A3F inh	-2%	-1%	-7%	-3%	-5%	-2%	3%	5%
D1 potentiator	-2	0	-4	0	·	-5	-4	-2

3 entries drawn at random from the list so far:
(16) Cc1cccc(-c2nnc(SCCC(=O)O)o2)c1
(9) COc1ccc2c(C)c(Cc3ccccc3)c(=O)oc2c1OC
(11) CCc1ccc(CC)c(S(=O)(=O)Nc2ccc(C(=O)O)c(O)c2)c1
Screen / compound no.	16	9	11
D2 potentiator	3	-6	·
LDHA inh	-5	0	-6
RXFP1 ag	1.0%	1.0%	0.5%
GRP78 ERSR act	-11%	-2%	-6%
D1 ag	0	0	4
D1 antagonist	5	20	4
Vif-A3G inh	2%	-2%	-13%
Vif-A3F inh	5%	-2%	-7%
D1 potentiator	-2	-2	-4

Going on with the list:
(17) CCCOC(=O)c1ccc(Oc2cn[nH]c2-c2ccc(OCC(=O)NN)cc2O)cc1
(18) O=C(CSc1nc2nn(-c3ccccc3)c(=O)c-2c2n1CCCCC2)NCCCc1ccccc1
(19) O=C(N/N=C/c1ccccc1O)C(=O)Nc1ccccn1
(20) COc1cccc(-c2nnc(N(C)C(=O)C3CCOC3)s2)c1 (configuration not stated)
(21) CC(NC(=O)C1CCN(C(=O)c2cccs2)CC1)c1ccc(S(N)(=O)=O)cc1 (configuration not stated)
(22) COc1ccc(-c2nc3n(n2)C(c2ccccc2)C(C(=O)Nc2cccnc2)=C(C)N3)cc1 (configuration not stated)
(23) CC1CC(C)CN(C(=O)CSc2nnc(-c3ccc(F)cc3)o2)C1 (configuration not stated)
(24) CC(NC(=O)c1ccc(Br)o1)C1CCCO1 (configuration not stated)
Screen / compound no.	17	18	19	20	21	22	23	24
D2 potentiator	-1	8	-1	1	-1	-6	14	·
LDHA inh	-1	0	2	0	-4	-10	-8	-9
RXFP1 ag	4.0%	2.4%	1.2%	0.3%	2.1%	-0.9%	-0.6%	-0.4%
GRP78 ERSR act	0%	-7%	6%	-3%	-4%	-2%	-1%	0%
D1 ag	4	0	4	2	1	1	1	0
D1 antagonist	-22	1	-9	13	-1	-20	-24	-31*
Vif-A3G inh	-2%	-1%	-2%	1%	0%	-5%	0%	1%
Vif-A3F inh	2%	1%	5%	-11%	-13%	-2%	-8%	-7%
D1 potentiator	-3	-6	-2	1	-3	-5	·	-10

(25) COc1cc(-c2cc3n(C)c(C)c(CCC(=O)Nc4ccc(F)cc4)c(=O)n3n2)cc(OC)c1OC
(26) Cc1ccc(Cn2c(=O)c3cccnc3n(Cc3ccc(C)cc3)c2=O)cc1
(27) Cc1csc(NC(=O)CCCNC(=O)c2ccc(Cl)cc2)n1
(28) CC(C)Cc1nc2n[nH]c(N)c2c2c1COC(C)(C)C2
(29) CCc1ccccc1NC(=O)c1ccc([N+](=O)[O-])s1
(30) CCOc1ccc(CCN2C(=S)N([C@@H](CC(C)C)CN3CCCC3CN3C(=S)NC[C@@H]3Cc3ccc(O)cc3)C[C@@H]2Cc2ccc(O)cc2)cc1 (some centres not stated)
(31) CC12CCC3(CO)COC(c4ccccc4O1)C2C3 (configuration not stated)
(32) COc1ccc(OC)c(NS(=O)(=O)c2ccc3[nH]c(=O)[nH]c3c2)c1
Screen / compound no.	25	26	27	28	29	30	31	32
D2 potentiator	10	8	0	6	-1	·	0	·
LDHA inh	-3	-11	-7	-8	-6	-2	0	4
RXFP1 ag	?	5.6%	0.6%	-0.2%	-0.6%	·	0.0%	·
GRP78 ERSR act	0%	0%	3%	-2%	-3%	-2%	-1%	-5%
D1 ag	0	0	0	0	-1	·	1	·
D1 antagonist	2	-30*	-15	6	4	·	-5	·
Vif-A3G inh	-7%	2%	0%	3%	-8%	-1%	4%	-14%
Vif-A3F inh	1%	1%	0%	3%	-17%	4%	3%	-2%
D1 potentiator	1	-7	-12	2	-1	·	-7	·

(33) O=C(O)C1CC2CCC1CC2 (configuration not stated)
(34) CCOC(=O)c1ccccc1NC(=O)c1cc2c(s1)-c1ccccc1SC2
(35) O=C(NCc1c(Cl)cccc1Cl)c1ccc2nnsc2c1
(36) Cc1csc2c(N3CCN(S(=O)(=O)c4ccc(Cl)cc4)CC3)ncnc12
(37) CC(C)Nc1ccc(-c2nc(-c3ccccn3)no2)cc1[N+](=O)[O-]
(38) CCOc1cccc(-c2nnc(SCC(=O)Nc3ccc(OC)c(OC)c3)n2N)c1
(39) COc1cc2c(C(=O)N3CCN(c4cccc(Cl)c4)CC3)cn(C)c(=O)c2cc1OC
(40) CC(C)N(C(=O)c1sc2cc([N+](=O)[O-])ccc2c1Cl)C(C)C
Screen / compound no.	33	34	35	36	37	38	39	40
D2 potentiator	·	7	8	8	-16	2	3&-3	-5
LDHA inh	-5	1	-1	-9	-2	-12	-13&-4	12
RXFP1 ag	·	3.2%	0.1%	0.2%	-0.3%	1.7%	-5.0%&3.3%	2.5%
GRP78 ERSR act	-5%	-3%	4%	-5%	-4%	-2%	0%&-4%	-1%
D1 ag	·	3	1	4	9	0	1&2	0
D1 antagonist	·	-45*	-44*	-35*	-12	17	-4&-4	-12
Vif-A3G inh	0%	4%	-5%	-6%	2%	2%	?	-1%
Vif-A3F inh	12%	3%	-6%	-8%	-6%	-3%	-4%&-11%	-8%
D1 potentiator	·	0	-2	-3	4	1	1&-6	-1

(41) Cc1nn(C)c(C(=O)N2CCN(C(=O)c3ccco3)CC2)c1Br
(42) Cc1cccc(Nc2nc(N)nc(N)c2N=O)c1
(43) CCOC(=O)C1CCN(C(=O)Cn2ncc3c4ccccc4n(Cc4ccccc4)c3c2=O)CC1
(44) O=C(O)CCC(=O)Nc1cccc(-c2csc(-c3ccccc3)n2)c1
(45) COc1ccc(N(CC(=O)N2CCN(Cc3ccccc3)CC2)S(=O)(=O)c2ccccc2)cc1
(46) Cc1cc(NC(=O)CSc2n[nH]c(-c3cccs3)n2)no1
Screen / compound no.	41	42	43	44	45	46
D2 potentiator	2	·	·	3	-20	-1
LDHA inh	0	-8	-5	-10	-10	2
RXFP1 ag	-0.3%	·	5.1%	3.2%	-0.5%	2.9%
GRP78 ERSR act	0%	-5%	32µM*	-12%	-3%	-3%
D1 ag	1	·	0	3	2	1
D1 antagonist	3	·	-11	-34*	3	0
Vif-A3G inh	-1%	-4%	3%	-4%	1%	0%
Vif-A3F inh	-8%	?	-11%	13%	1%	-16%
D1 potentiator	2	·	0	-1	-3	-1

Marked active in GRP78 ERSR act (from the list above):
no.	structure	D2 potentiator	LDHA inh	GRP78 ERSR act	D1 ag	D1 antagonist	D1 potentiator
43	CCOC(=O)C1CCN(C(=O)Cn2ncc3c4ccccc4n(Cc4ccccc4)c3c2=O)CC1	·	-5	32µM*	0	-11	0

High-throughput results (PubChem BioAssay)
